Screens as filed in PubChem.
Arrestin-AP2 inh = blocks beta-arrestin peptide binding to AP2 adaptin. FITC-arrestin peptide / GST-AP2 beads, flow cytometry; AP2 beta2 appendage carries R879A mutation. inhibition, % at 10 µM. 0.31% of 340,000 active;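 active = inhibition above a set limit, near 3 SD of compounds lacking own fluorescence, cut at about 54% in these data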;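 note: plate controls were DMSO wells for no effect and 5 µM unlabelled arrestin peptide for full effect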
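System: GST-AP2 R879A bound to glutathione beads, E. coli-expressed. Also added: 50 nM FITC-arrestin peptide. Schedule: compound with beads 12 min RT, then probe 1 h RT. Signal: bead flow cytometry, FITC channel. Read-out basis: percent response.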
Keap1 Nrf2 FP = Keap1-Nrf2 (human) interaction inhibition. Keap1 Kelch-Nrf2 peptide fluorescence polarization, 1536-well. inhibition, % at 9.4 µM. AID 504523. Q14145. 0.15% of 340,000 active; in the data active = inhibition above about 12%;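 note: human Keap1 Kelch domain with fluorescein labeled Nrf2 9mer peptide probe; 0% = neutral control wells and 100% = peptide positive control; higher means more block of Keap1 binding to Nrf2 peptide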
DAGLB inhibitor = blocks human DAGLB lipase activity; 0.059% of 340,000 active; HEK293T DAGLB membrane lysate, EnzChek fluorogenic substrate; AID 504411; inhibition, % at 5.17 µM; Q8NCG7; in the data active = inhibition above about 34%;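 note: 0% = enzyme with vehicle and 100% = wells lacking enzyme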
NSD2 inh = NSD2 (human) methyltransferase inhibition; AID 743445; NSD2 peptide methylation, AlphaScreen, 120 min; inhibition, % at 12.5 µM; 0.54% of 310,000 active; in the data active = inhibition above about 50%
SR-BI DiI inh = blocks mouse SR-BI lipid uptake from DiI-HDL. ldlA[mSR-BI] CHO cells, DiI-HDL uptake fluorescence, 3 h. inhibition, % at 12.5 µM. 0.96% of 320,000 active;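 active = mean replicate inhibition of at least 70% and a set share of replicates each scoring 70 or more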;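 note: 0% = median of neutral control wells and 100% = median of positive control wells; values of inactives mirror those of a sister screen read the other way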
Target sequence (Q61009 whole entry, looked up): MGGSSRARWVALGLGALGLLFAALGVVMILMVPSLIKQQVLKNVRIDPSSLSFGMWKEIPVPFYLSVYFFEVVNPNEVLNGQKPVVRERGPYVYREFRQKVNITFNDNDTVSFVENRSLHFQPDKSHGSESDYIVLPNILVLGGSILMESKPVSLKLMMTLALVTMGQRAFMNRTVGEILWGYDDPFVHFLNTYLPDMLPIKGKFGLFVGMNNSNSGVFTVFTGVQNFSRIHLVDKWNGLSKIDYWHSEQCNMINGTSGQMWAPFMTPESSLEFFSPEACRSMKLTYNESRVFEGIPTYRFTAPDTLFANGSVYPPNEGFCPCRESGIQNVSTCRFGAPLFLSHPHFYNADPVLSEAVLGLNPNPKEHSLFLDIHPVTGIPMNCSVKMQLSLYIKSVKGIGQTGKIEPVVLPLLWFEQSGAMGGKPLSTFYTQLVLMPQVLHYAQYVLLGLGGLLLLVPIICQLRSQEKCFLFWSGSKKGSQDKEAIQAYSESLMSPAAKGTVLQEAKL
Cardiac RTF inh = cardiac RTF calcium desensitization; inhibition, % at 7.15 µM; 0.12% of 340,000 active; IANBD-labeled cardiac RTF, Ca2+ fluorescence;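 active = inhibition above the mean inhibition of all tested compounds plus 3 SD, cut at about 17% in these data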;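 note: assay run at fixed EC70 calcium of 1.6 mM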
PKA-R2B act = PKA-R2B complex activation; P22694+P31323; activation, % at 11.4 µM; PKA-R2B holoenzyme dissociation, Cy5-IP20 fluorescence polarization; R2B truncated from residue 108, S112A mutant; 0% DMSO only, 100% 113 µM cGMP; 0.079% of 340,000 active;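 active = activation above a cutoff set at the mean over all compounds plus 3 SD, cut at about 18% in these data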;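 note: higher means more holoenzyme dissociation and a rise in polarization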
Target sequence (P31323 whole entry, looked up, other chains not shown, the tested form may be a part): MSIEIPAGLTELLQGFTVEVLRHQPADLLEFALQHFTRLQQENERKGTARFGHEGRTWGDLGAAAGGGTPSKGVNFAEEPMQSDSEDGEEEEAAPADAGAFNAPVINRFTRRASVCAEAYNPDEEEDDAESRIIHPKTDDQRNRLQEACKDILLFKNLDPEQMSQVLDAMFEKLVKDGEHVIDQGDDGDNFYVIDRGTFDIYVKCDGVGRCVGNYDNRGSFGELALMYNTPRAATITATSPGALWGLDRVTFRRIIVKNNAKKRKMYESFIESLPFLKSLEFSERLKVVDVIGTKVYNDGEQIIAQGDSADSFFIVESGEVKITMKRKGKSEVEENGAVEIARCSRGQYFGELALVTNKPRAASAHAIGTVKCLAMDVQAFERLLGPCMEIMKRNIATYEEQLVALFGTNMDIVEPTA
SR-BI DiI-HDL act = SR-BI HDL lipid transfer activation; CHO ldlA[mSR-BI] cells, DiI-HDL uptake fluorescence, 3 h; 100 = double the neutral-control signal; activation, % at 12.5 µM; 0.096% of 320,000 active; AID 504775;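 active = mean replicate activation of at least 60% and every replicate at or above 60%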;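 note: 0% = median plate neutral-control signal and 100% = twice that signal; values of inactives mirror those of a sister screen read the other way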
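Material: SR-BI-overexpressing, LDLR-lacking CHO cells | Dosing: Single compound concentration, delivered by pin transfer | Probe or stimulus: Labelled HDL, 10 µg/mL | Signal: Bottom-read cell fluorescence after medium removal, ex 550/em 595 nm | Schedule: 3 h, 37 °C | Evaluation: HDL uptake via cellular fluorescence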
LANA DNA inh = blocks KSHV LANA C-terminal domain binding to DNA | MBP-C-LANA/FAM-LBS DNA binding, fluorescence polarization | AID 504423 | 0.078% of 340,000 active | inhibition, % at 9 µM;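 active = highest replicate inhibition at or above 60% at 9 µM, even if other replicates fall short; inactive = all replicates below 60% inhibition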;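 note: 0% = neutral control wells and 100% = 4 µM acridine orange control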
PvdQ inh = P. aeruginosa PvdQ acylase inhibition; purified PvdQ acylase, fluorescence plate reader; 0.063% of 340,000 active; inhibition, % at 10 µM; in the data active = inhibition above about 30%, passing the limit was not always enough;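 note: 0% = vehicle neutral wells and 100% = reference inhibitor wells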
* marks the source's active call; other numbers are inactive results; nt = not tested or not shown.

| SMILES | Arrestin-AP2 inh | Keap1 Nrf2 FP | DAGLB inhibitor | NSD2 inh | SR-BI DiI inh | Cardiac RTF inh | PKA-R2B act | SR-BI DiI-HDL act | LANA DNA inh | PvdQ inh |
| --- | --- | --- | --- | --- | --- | --- | --- | --- | --- | --- |
| CN(C)/C=N/c1cc(=O)[nH]c(=O)n1C | -3 | -1 | -3 | nt | -27 | 3 | 15 | 27 | -0.5 | -3 |
| O=C(NC(=S)Nc1ccc(Oc2ccc(Cl)cc2)cc1)c1ccccc1 | -4 | 1 | -15 | -2 | 5 | 7 | -13 | -5 | 0.0 | -5 |
| Cc1ccc(C(=O)NCCN2CCOCC2)cc1 | 22 | 6 | 0 | -2 | 0 | -4 | 1 | 0 | 0.0 | 1 |
| COc1cccc(-c2nc3n(n2)C(c2ccc4c(c2)OCO4)C(C(N)=O)=C(C)N3)c1 (configuration not stated) | 31 | -3 | -1 | nt | -10 | -9 | -3 | 10 | -0.5 | 0 |
| CCOc1cccc2sc(Cl)nc12 | -30 | 3 | -4 | 2 | -22 | -7 | 0 | 22 | -0.2 | -9 |
| CCOC(=O)C1=C(C)N=C2c3ccccc3C(=O)C2C1c1ccc(Cl)cc1 (configuration not stated) | 18 | 0 | 29 | -3 | 6 | 2 | -7 | -6 | -2.8 | 7 |
| CCn1c(SCC(=O)N/N=C/C=C/c2ccco2)nc2ccccc21 | -5 | -3 | 4 | 11 | 5 | -2 | 8 | -5 | 0.4 | -9 |
| COc1cc2c(cc1OC)CN(CC(=O)Nc1ccc(Cl)cc1Cl)CC2 | 14 | -5 | -4 | 3 | 9 | -10 | -1 | -9 | 0.1 | -16 |
| COc1cc(/C=N/NC2=NCCCCC2)ccc1O | 5 | -3 | 3 | 4 | -15 | -9 | -19 | 15 | 0.8 | -3 |
| O=C(Cn1cc(/C=N/O)c2ccccc21)N1CCOCC1 | 4 | 1 | 0 | 4 | -26 | 8 | 4 | 26 | -1.1 | 1 |
| COC(=O)C1c2ccccc2-c2ccccc21 | 6 | -1 | -5 | 3 | -14 | -5 | 8 | 14 | 2.9 | 0 |
| COC(=O)C1=C(C)NC(=O)CC1c1ccccc1F (configuration not stated) | 19 | 5 | 3 | 13 | 17 | -6 | 2 | -17 | -1.2 | 4 |
| Cc1ncoc1C(=O)Nc1ccc(Oc2ccccc2)cc1 | -6 | -4 | -2 | 10 | 0 | -9 | -6 | 0 | -2.6 | -14 |
| Cc1nc(N)nc(C)c1Cc1ccccc1 | -5 | 0 | -1 | -1 | -14 | -9 | 10 | 14 | 0.4 | -9 |
| CC1CCC(NC(=O)CCS(=O)(=O)c2ccc3c(c2)CCN3C(=O)C2CC2)CC1 (configuration not stated) | 10 | -3 | 2 | -1 | -12 | -1 | 1 | 12 | 3.5 | 7 |
| Cc1n[nH]c(C)c1S(=O)(=O)N1CCCC(C(=O)N2CCc3ccccc32)C1 (configuration not stated) | -4 | -1 | 0 | nt | -3 | 9 | -4 | 3 | 0.9 | -18 |
| CC(C)c1nc2cc(C(=O)NC(c3cccnc3)C(F)(F)F)ccc2o1 (configuration not stated) | -14 | -5 | 2 | 6 | -9 | -6 | 6 | 9 | 1.4 | -14 |
| O=C(NOC(=O)c1cc(Br)ccc1Cl)c1cccs1 | 9 | -6 | 1 | -7 | -11 | 0 | -8 | 11 | -1.5 | 9 |
| CCOC(CNC(=O)C(=O)Nc1cc2c3c(c1)CCC(=O)N3CCC2)OCC | 32 | 2 | 5 | 0 | 25 | -14 | -8 | nt | 0.7 | 0 |
| CC(NC(=O)/C(=C/c1cccc([N+](=O)[O-])c1)NC(=O)c1ccco1)C(=O)O (configuration not stated) | 5 | -3 | -1 | -2 | -18 | 5 | -10 | 18 | 0.8 | -6 |
| CCN(CC(=O)NCc1cccs1)S(=O)(=O)c1cccc(C(C)=O)c1 | -1 | -10 | 1 | 1 | 25 | -2 | -1 | -25 | -1.3 | -2 |
| O=c1c2cc([N+](=O)[O-])cc([N+](=O)[O-])c2[nH]n1-c1ccccc1 | 11 | -1 | 33 | 11 | -6 | 1 | 0 | 6 | 2.1 | -4 |
| CCN1CCc2c(C#N)c(NCc3ccccc3)nc(N(CC)CC)c2C1 | -3 | 2 | -6 | 18 | 2 | 0 | -3 | -2 | -0.5 | -5 |
| COc1cccc(OC)c1C(=O)Nc1cccc(S(=O)(=O)Nc2ccccc2Cl)c1 | 13 | -2 | 0 | 1 | -38 | 6 | -8 | 38 | 1.0 | -2 |
| CCOC(=O)[C@H]1[C@H]2COc3ccc(C)cc3[C@@H]2N2C(=O)c3cc(F)ccc3NC(=O)[C@@]12C | -3 | -1 | 0 | nt | -24 | -7 | 0 | 24 | 0.1 | -10 |
| CCc1nnc(NC(=O)C2CCCCN2S(=O)(=O)c2ccccc2)s1 (configuration not stated) | -17 | -2 | 0 | -2 | 13 | -28 | 1 | -13 | 5.9 | -15 |
| COc1ccc(CNCCC2(Cc3ccccc3)CC(C)N(C)CC2C)cc1OC (configuration not stated) | 3 | 7 | 1 | 2 | -27 | 4 | -3 | 27 | 1.3 | -12 |
| CCCCOC(=O)c1cc(=O)[nH]c2ccc(C)cc12 | 2 | 0 | 1 | -1 | -18 | -7 | 0 | 18 | 1.3 | -7 |
| O=C(Nc1ccc(O)c(C(=O)O)c1)Oc1ccccc1 | -3 | 4 | 2 | -2 | -16 | -7 | -5 | 16 | 1.5 | -1 |
| O=C(CN1C2CCCC1CC(NC(=O)c1ccco1)C2)Nc1ccccc1 (configuration not stated) | 3 | 2 | -6 | 14 | -15 | -6 | -7 | 15 | 0.7 | -14 |

An excerpt from above with just PKA-R2B act, SR-BI DiI inh and Cardiac RTF inh.
smiles	PKA-R2B act	SR-BI DiI inh	Cardiac RTF inh
CCOC(=O)C1=C(C)N=C2c3ccccc3C(=O)C2C1c1ccc(Cl)cc1 (configuration not stated)	-7	6	2
CCn1c(SCC(=O)N/N=C/C=C/c2ccco2)nc2ccccc21	8	5	-2
COc1cc2c(cc1OC)CN(CC(=O)Nc1ccc(Cl)cc1Cl)CC2	-1	9	-10
COc1cc(/C=N/NC2=NCCCCC2)ccc1O	-19	-15	-9
O=C(Cn1cc(/C=N/O)c2ccccc21)N1CCOCC1	4	-26	8

Shown field by field: part of the list above
CC1CCC(NC(=O)CCS(=O)(=O)c2ccc3c(c2)CCN3C(=O)C2CC2)CC1 (configuration not stated)
  Arrestin-AP2 inh: 10; Keap1 Nrf2 FP: -3; DAGLB inhibitor: 2; NSD2 inh: -1; SR-BI DiI inh: -12; Cardiac RTF inh: -1; PKA-R2B act: 1; SR-BI DiI-HDL act: 12; LANA DNA inh: 3.5; PvdQ inh: 7
COc1cc(/C=N/NC2=NCCCCC2)ccc1O
  Arrestin-AP2 inh: 5; Keap1 Nrf2 FP: -3; DAGLB inhibitor: 3; NSD2 inh: 4; SR-BI DiI inh: -15; Cardiac RTF inh: -9; PKA-R2B act: -19; SR-BI DiI-HDL act: 15; LANA DNA inh: 0.8; PvdQ inh: -3

Later entries
| SMILES | Arrestin-AP2 inh | Keap1 Nrf2 FP | DAGLB inhibitor | NSD2 inh | SR-BI DiI inh | Cardiac RTF inh | PKA-R2B act | SR-BI DiI-HDL act | LANA DNA inh | PvdQ inh |
| --- | --- | --- | --- | --- | --- | --- | --- | --- | --- | --- |
| COC(=O)C(C)Sc1ncnc2c1c(-c1ccccc1)cn2-c1ccc(OC)cc1 (configuration not stated) | 33 | 3 | -8 | -3 | 55 | -14 | -1 | -55 | 0.3 | -12 |
| Cc1nn(Cc2ccccc2Cl)c2sc(C(=O)NCCCn3ccnc3)cc12 | -21 | 4 | 0 | 8 | -1 | 4 | 1 | 1 | 2.7 | -1 |
| CC(=O)Nc1ccc(S(=O)(=O)N2CCN(C3CCCCCCC3)CC2)cc1 | -1 | -1 | 0 | nt | -10 | 2 | -3 | 10 | -1.6 | 0 |
| C=CCSC1=N/C(=C\c2cc(OC)c3c(c2)OCO3)C(=O)S1 | 5 | 4 | -5 | 1 | -2 | -1 | 7 | 2 | 10 | -11 |
| CN(C)S(=O)(=O)c1cc(NC(=O)CN2CCN(c3ccccc3)CC2)ccc1Cl | 16 | -3 | 0 | 0 | 27 | 8 | 4 | -27 | -0.7 | 5 |
| Cc1ccc2cc(C#N)c(N3CCN(C)CC3)nc2c1 | 0 | -5 | 4 | 6 | -32 | 1 | -6 | 32 | -2.8 | 6 |
| COc1cnc(SCc2c(Cl)cccc2Cl)nc1Cl | 0 | -5 | -12 | nt | -2 | -1 | -8 | 2 | 2.1 | -7 |
| COc1cccc(-c2cc(=O)c3cc(NC(=O)c4ccc(Cl)cc4)ccc3[nH]2)c1 | 1 | -1 | 1 | nt | nt | 4 | -2 | nt | 2.1 | -9 |
| CC(=O)c1ccc(NC(=S)N2CCN(CCN3C(=O)c4cccc5cccc(c45)C3=O)CC2)cc1 | 11 | -1 | 1 | 0 | 10 | 3 | -10 | -10 | -1.0 | 2 |
| COc1ccc(C(=O)N2CCC(C(=O)O)CC2)cc1 | 6 | -3 | -3 | 0 | -21 | 3 | 5 | 21 | -0.9 | -13 |
